EBV LMP1 NFkB – inhibitors of Epstein-Barr LMP1-induced NF-kappaB reporter | 350,000 compounds, 0.69% hits | LMP1-induced NF-kappaB luciferase reporter cells, luminescence | inhibition, % at 12.5 µM; in the data active means inhibition above about 41%;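 further: 0% = neutral control wells and 100% = reference inhibitor control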
NR2F2 inh – NR2F2 (human) inhibition, primary screen; P24468; HEK293T NGFI-A luciferase reporter, luminescence; inhibition, % at 8.6 µM; 370,000 compounds, 0.7% hits; AID 686940;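 active means inhibition above a per-plate cutoff, mean inhibition of test wells between control levels plus 3 SD, cut at about 38% in these data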;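 further: cells cotransfected with COUP-TFII expression vector driving the NGFI-A reporter; 0% = median of COUP-TF2 test wells and 100% = reporter-only cells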
SRC2 inh – inhibits human steroid receptor coactivator 2; Q15596; HEK293 GAL4-SRC2 luciferase reporter, luminescence; inhibition, % at 9 µM; 370,000 compounds, 0.17% hits; AID 651957;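 active means inhibition above the mean inhibition of all tested compounds plus 3 SD, set per campaign, cut at about 52% in these data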;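 further: 0% = DMSO treated cells and 100% = cells given Gossypol at 36 µM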
NR5A2 inv ag – inverse agonists of human LRH-1 (NR5A2); 360,000 compounds, 0.13% hits; HEK293T StAR-luciferase reporter, LRH-1 transfected, 24 h; O00482; inhibition, % at 3.6 µM;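 active means inhibition above the mean inhibition of all tested compounds plus 3 SD, cut at about 73% in these data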;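 further: 0% = DMSO wells and 100% = reporter-only cells lacking LRH-1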
TROY NFkB inh – TROY signaling inhibition; AID 1347056; inhibition, % at 10 µM; Q293 LMP1-TROYcd NF-kB luciferase reporter, 4 h; 360,000 compounds, 0.98% hits;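 active means compounds whose plate-normalised and pattern-corrected inhibition of the luciferase reporter signal at the single screening dose is 50% or more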
TRAIL sens C8 – caspase-8 TRAIL sensitization | inhibition (viability loss, TRAIL sensitization), % at 10 µM | NB7+C8 cells + TRAIL, ATPlite viability luminescence | 360,000 compounds, 1% hits;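 active means compounds causing at least 50% loss of cell viability in the single-dose screen, relative to plate controls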
TLR9-MyD88 inh – blocks human TLR9 binding to MyD88; Q9NR96+Q99836; CHO BLA complementation TLR9-MyD88, CCF4 FRET ratio; inhibition, % at 4.98 µM; 340,000 compounds, 0.21% hits;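 active means inhibition above the mean over all tested compounds plus 3 SD, cut at about 21% in these data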;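 further: 0% = DMSO only wells and 100% = clavulanate BLA inhibitor control wells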
NOD2-RIPK2 inh – inhibitors of human NOD2-RIPK2 interaction. O43353. inhibition, % at 4.98 µM. CHO BLA complementation NOD2-RIPK2, CCF4 ratio. 360,000 compounds, 0.38% hits; in the data active means inhibition above about 21%;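 further: 0% = vehicle only and 100% = reference blocker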
NCOA3 inh – inhibits human SRC3 coactivator | Q9Y6Q9 | HEK293 GAL4-SRC3 luciferase reporter, luminescence | inhibition, % at 3.6 µM | 360,000 compounds, 0.17% hits | AID 588352;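 active means inhibition above a per-campaign cutoff, the mean of all compounds plus 3 SD, cut at about 60% in these data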;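 further: 0% = DMSO-treated cells and 100% = gossypol-treated cells at 36 µM; higher means less SRC3-driven luciferase light from the GAL4 reporter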
SRC1 inh – human NCOA1 inhibition; inhibition, % at 3.6 µM; HEK293 GAL4-SRC1 luciferase reporter, luminescence; 360,000 compounds, 0.12% hits; AID 588354; Q15788;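 active means inhibition above the campaign mean plus 3 SD, with each screening campaign given its own cutoff, cut at about 60% in these data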;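 further: 0% = DMSO treated cells and 100% = gossypol at 36 µM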
TWEAK-Fn14 inh – TWEAK-Fn14 signaling inhibition | TWEAK-stimulated Fn14 reporter cells, luciferase luminescence, 8 h | inhibition, % at 10 µM | 360,000 compounds, 2% hits; in the data active means inhibition above about 50%
An asterisk follows results filed as active; . = not tested or not shown. Some of the compounds tested. The share of hits here may be higher or lower than overall.

SMILES	EBV LMP1 NFkB	NR2F2 inh	SRC2 inh	NR5A2 inv ag	TROY NFkB inh	TRAIL sens C8	TLR9-MyD88 inh	NOD2-RIPK2 inh	NCOA3 inh	SRC1 inh	TWEAK-Fn14 inh
O=C(O)CSCC(=O)N(c1ccccc1)c1ccccc1	-6	18	-13	-2	0	8	-3	-3	6	-8	-19
Cc1ccccc1CC(=O)N1CCN(S(=O)(=O)c2cccs2)CC1	-4	-22	-12	-8	0	4	-8	4	-6	8	3
COc1ccc(C(=O)Cn2c(=O)c(CCC(=O)O)nn3c4ccccc4nc23)cc1OC	0	-6	-18	14	7	-2	1	-3	-3	-14	-20
Cc1sc(NC(=O)CCl)c(C(=O)c2ccccc2)c1C	1	-1	3	39	15	45	-8	-6	5	-10	9
CC1=C(C(=O)OC(C)C)C(c2ccccc2Cl)CC(=O)N1 (configuration not stated)	-2	28	1	0	-14	4	1	-2	24	6	19
CC(=O)N1c2ccccc2S(=O)(=O)c2ccccc21	13	-3	-24	11	-13	0	3	-15	9	-2	-2
O=S(=O)(c1cccc(Cl)c1Cl)N1CCCCC1	6	9	0	1	5	6	-4	0	2	-28	15
O=C(COc1cccc(NC(=O)c2ccccc2)c1)c1ccc(F)cc1	-5	-9	8	6	-8	2	10	-8	-10	3	5
Cc1ccc(N(C(=O)c2csnn2)C(C(=O)NCc2ccccc2)c2cccnc2)cc1 (configuration not stated)	-6	-18	-17	0	3	-13	6	-4	6	-4	25
COc1ccc(Nc2nc(C)cc(C)c2C(N)=O)cc1	-1	-4	-8	22	6	-8	-6	-13	-1	-10	17
Cc1ccnc2nc(C(=O)NC3CCCc4ccccc43)nn12 (configuration not stated)	-5	1	-3	19	7	-6	5	-1	14	0	21
COc1ccc([N+](=O)[O-])cc1NCc1cccc([N+](=O)[O-])c1	-3	-9	-22	-22	-5	9	-7	7	9	-1	-10
O=C(c1ccco1)N1CCN(Cc2nnnn2CCc2ccccc2)CC1	1	-17	-12	-3	1	0	5	-1	11	11	-9
Cc1ccccc1N1CCN(CC(=O)Nc2ccccc2C(=O)NC2CC2)CC1	7	16	-14	-30	-1	-1	-2	-2	-11	-9	8
COc1cc(SC)ccc1C(=O)Nc1ccc2c(c1)CCC2	-62	-31	-116	-121	-91	36	2	1	-110	-99	-7
Cc1c(C(=O)N2CCCC(C)C2)sc2ncnc(N3CCCCC3C)c12 (configuration not stated)	-21	10	5	6	-13	-6	8	2	1	4	-13
CO/N=C\Cc1oc(=O)c(NC(=O)c2ccccc2)cc1C(=O)OC	24	11	4	-8	-16	-10	9	-7	-2	-4	7
CCC(C)(C)NC(=O)c1ccc(Sc2nncn2C)c([N+](=O)[O-])c1	-2	15	8	1	9	-4	-4	5	22	-2	7
COc1cc(C2CC(=O)Nc3ccccc3S2)cc(OC)c1OC (configuration not stated)	-2	-8	11	22	11	2	-9	0	23	9	42
Cc1ccc(CN2CCN(C(=O)CCC(=O)Nc3nnc(C(C)C)s3)CC2)c(C)c1	7	-8	0	-14	8	19	11	-1	-6	-2	2
CCCn1c2ccccc2c2cnn(CC(=O)O)c(=O)c21	2	-16	-5	-4	2	7	0	2	-16	-19	-9
S=C(NCc1cccnc1)Nc1cc(Cl)cc(Cl)c1	7	-5	20	-6	5	11	-6	7	24	-102	-2
Cc1ccc(SCCNC(=O)CN2C(=O)c3ccccc3S2(=O)=O)cc1	-5	-4	3	11	-21	-20	2	3	9	-34	22
CC1CCCCN1CCCNC(=O)c1nn(C)c2c1CSc1ccccc1-2 (configuration not stated)	-2	4	-10	-27	-5	8	-6	-6	-14	-14	-18
Cn1c(SCC(=O)N2CCc3ccccc32)nnc1-c1ccc(S(=O)(=O)N2CCCC2)cc1	1	6	1	3	7	5	-1	-13	-2	-10	5
COC(=O)C(C)Oc1ccc(-c2nccc(-c3cccs3)n2)cc1 (configuration not stated)	2	-34	-43	-9	-73	19	-6	11	-14	-19	2
CC1(c2ccc3ccccc3c2)NC(=O)N(CC(N)=O)C1=O (configuration not stated)	1	-14	-1	9	-2	-5	-7	0	12	8	13
O=C(COC(=O)CSc1ccc2ccccc2c1Br)NC1CC1	-13	-5	5	9	9	3	0	-15	16	14	-3
COc1ccc(NC(=O)C2CC2)cc1OC1CCCC1	-2	.	.	17	-12	-32	3	4	-8	-16	17
O=C(Cc1ccccc1F)Nc1nc(-c2ccc(F)c(F)c2)cs1	-23	-3	-49	-33	72*	7	3	-3	-34	-6	23
Cc1c(OCC(=O)Nc2cccnc2)ccc2c3c(c(=O)oc12)CCC3	3	0	-53	-34	-10	3	-17	-8	-39	-65	-22
COc1ccc(C(=O)NCC(=O)OCc2ccc(Br)cc2)cc1	9	22	15	-3	13	3	0	-22	1	-5	3
CCCCCCc1nnc(N)s1	-10	0	7	2	11	-1	19	-1	-28	-5	-13
CC(C)Nc1nc(Oc2ccc(=O)n(-c3ccccc3)n2)nc(N(C)C)n1	0	-4	-10	4	-7	1	-4	-7	5	5	-28
COc1ccc(Nc2nc(Cl)nc(Nc3ccc(OC)cc3OC)n2)c(OC)c1	-1	7	17	0	10	-8	.	-13	10	3	-31
COC(=O)Cc1nc2ccccc2[nH]1	3	1	-19	4	-6	-5	-4	-1	16	-1	19
Cn1c(Oc2ccc(Cl)cc2)c(C=O)c2ccccc21	-3	11	31	-8	29	1	3	-3	16	23	64*
CCc1sc(C(=O)Nc2ccc3nc(C)sc3c2)cc1C	-17	-46	-17	-111	-26	2	0	-4	-16	-53	-46
Cn1c(CN2CCCCC2)nc2cc(NC(=O)c3ccccc3)ccc21	1	-14	-25	-35	-28	20	3	-4	-31	-43	16
CC(=O)c1ccccc1NC(=O)C1CC(=O)N(c2ccc3c(c2)OCCO3)C1 (configuration not stated)	-1	15	20	-3	-24	5	-5	-15	-8	-17	-2

Quoted from the listing for reference:
SMILES	EBV LMP1 NFkB	NR2F2 inh	SRC2 inh	NR5A2 inv ag	TROY NFkB inh	TRAIL sens C8	TLR9-MyD88 inh	NOD2-RIPK2 inh	NCOA3 inh	SRC1 inh	TWEAK-Fn14 inh
CC1CCCCN1CCCNC(=O)c1nn(C)c2c1CSc1ccccc1-2 (configuration not stated)	-2	4	-10	-27	-5	8	-6	-6	-14	-14	-18
Cn1c(SCC(=O)N2CCc3ccccc32)nnc1-c1ccc(S(=O)(=O)N2CCCC2)cc1	1	6	1	3	7	5	-1	-13	-2	-10	5
COC(=O)C(C)Oc1ccc(-c2nccc(-c3cccs3)n2)cc1 (configuration not stated)	2	-34	-43	-9	-73	19	-6	11	-14	-19	2
CC1(c2ccc3ccccc3c2)NC(=O)N(CC(N)=O)C1=O (configuration not stated)	1	-14	-1	9	-2	-5	-7	0	12	8	13
O=C(COC(=O)CSc1ccc2ccccc2c1Br)NC1CC1	-13	-5	5	9	9	3	0	-15	16	14	-3
COc1ccc(NC(=O)C2CC2)cc1OC1CCCC1	-2	.	.	17	-12	-32	3	4	-8	-16	17
O=C(Cc1ccccc1F)Nc1nc(-c2ccc(F)c(F)c2)cs1	-23	-3	-49	-33	72*	7	3	-3	-34	-6	23
Cc1c(OCC(=O)Nc2cccnc2)ccc2c3c(c(=O)oc12)CCC3	3	0	-53	-34	-10	3	-17	-8	-39	-65	-22
COc1ccc(C(=O)NCC(=O)OCc2ccc(Br)cc2)cc1	9	22	15	-3	13	3	0	-22	1	-5	3
CCCCCCc1nnc(N)s1	-10	0	7	2	11	-1	19	-1	-28	-5	-13
CC(C)Nc1nc(Oc2ccc(=O)n(-c3ccccc3)n2)nc(N(C)C)n1	0	-4	-10	4	-7	1	-4	-7	5	5	-28
COc1ccc(Nc2nc(Cl)nc(Nc3ccc(OC)cc3OC)n2)c(OC)c1	-1	7	17	0	10	-8	.	-13	10	3	-31
COC(=O)Cc1nc2ccccc2[nH]1	3	1	-19	4	-6	-5	-4	-1	16	-1	19
Cn1c(Oc2ccc(Cl)cc2)c(C=O)c2ccccc21	-3	11	31	-8	29	1	3	-3	16	23	64*

Further compounds.
SMILES	EBV LMP1 NFkB	NR2F2 inh	SRC2 inh	NR5A2 inv ag	TROY NFkB inh	TRAIL sens C8	TLR9-MyD88 inh	NOD2-RIPK2 inh	NCOA3 inh	SRC1 inh	TWEAK-Fn14 inh
COc1ccc(/C=C/c2cc(C(=O)O)c3ccccc3n2)cc1	80*	-24	-13	-56	-6	94*	24*	48*	-42	-104	77*
OC(c1ccc(F)c(F)c1)c1ncc(-c2ccc(F)cc2)[nH]1 (configuration not stated)	.	5	-18	-19	-28	8	.	-5	3	-9	0
COc1ccccc1CNC(=O)C1CC(c2cccc([N+](=O)[O-])c2)=NO1 (configuration not stated)	-2	-14	-16	11	9	11	0	0	-1	-6	4
O=C(N/N=C/c1ccc(OC(=O)c2ccccc2Cl)cc1)c1ccc(O)cc1	-7	-7	-26	-2	55*	36	-19	-2	4	-18	13
Cn1c(-c2ccc(F)cc2)cnc1NCc1cc2c(cc1[N+](=O)[O-])OCO2	-9	3	16	12	0	-5	-9	-3	7	-7	11
Cc1cc(C)c(S(=O)(=O)c2cccc(Cl)c2)c(=O)[nH]1	-5	-23	6	-14	-6	-22	-4	3	0	-5	1
CCc1nnc(NC(=O)CCNC(=O)c2ccco2)s1	-5	7	-6	2	-6	23	9	-11	7	-21	2
Cc1nonc1C1CCCN1Cc1cn[nH]c1-c1ccc(-c2ccccc2)cc1 (configuration not stated)	-8	-9	3	-49	-16	-25	5	-8	-12	-50	-27
CCCOc1cc(C)c(S(=O)(=O)N2CCN(C)CC2)cc1C	-7	6	-7	5	1	16	1	-5	11	-8	-21
COc1ccc(C)cc1NC(=O)COC(=O)c1ccc(OCc2ccc(Cl)cc2Cl)c(OC)c1	8	4	-32	16	-38	-2	2	-5	-15	0	2
COc1ccc(CC(NC(C)=O)C(=O)NC2CCN(C(=O)C3CCCCC3)CC2)c(OC)c1 (configuration not stated)	3	-24	0	5	-5	3	-7	1	2	-5	-12
O=S(=O)(Nc1cccc2c1CCCC2)c1ccc(Cl)cc1	6	13	-23	-3	-10	0	9	-12	-5	-5	10
Cc1cc(C(=O)CSc2cccc[n+]2[O-])c(C)n1-c1ccccc1	28	-28	-50	-161	36	46	-4	-10	-64	-100	46
COc1ccc(OC)c(NC(=O)c2oc3ccccc3c2NC(=O)C2CC2)c1	6	13	-19	5	-13	0	-2	-7	-12	-43	-23
